Neddyl block = blocks human cullin neddylation | calls only at 25 µM | 360,000 tested, 0.58% active | P61081+Q13564 | AID 651699 | TR-FRET cullin neddylation, biochemical; in the data active means inhibition above about 36%
Target sequence (P61081 whole entry, looked up): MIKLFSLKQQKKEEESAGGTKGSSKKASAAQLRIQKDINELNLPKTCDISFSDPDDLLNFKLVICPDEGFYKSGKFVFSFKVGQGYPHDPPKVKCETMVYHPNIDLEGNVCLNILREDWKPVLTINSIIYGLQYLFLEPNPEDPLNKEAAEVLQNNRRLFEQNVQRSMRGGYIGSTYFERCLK
Target sequence (Q13564 whole entry, looked up): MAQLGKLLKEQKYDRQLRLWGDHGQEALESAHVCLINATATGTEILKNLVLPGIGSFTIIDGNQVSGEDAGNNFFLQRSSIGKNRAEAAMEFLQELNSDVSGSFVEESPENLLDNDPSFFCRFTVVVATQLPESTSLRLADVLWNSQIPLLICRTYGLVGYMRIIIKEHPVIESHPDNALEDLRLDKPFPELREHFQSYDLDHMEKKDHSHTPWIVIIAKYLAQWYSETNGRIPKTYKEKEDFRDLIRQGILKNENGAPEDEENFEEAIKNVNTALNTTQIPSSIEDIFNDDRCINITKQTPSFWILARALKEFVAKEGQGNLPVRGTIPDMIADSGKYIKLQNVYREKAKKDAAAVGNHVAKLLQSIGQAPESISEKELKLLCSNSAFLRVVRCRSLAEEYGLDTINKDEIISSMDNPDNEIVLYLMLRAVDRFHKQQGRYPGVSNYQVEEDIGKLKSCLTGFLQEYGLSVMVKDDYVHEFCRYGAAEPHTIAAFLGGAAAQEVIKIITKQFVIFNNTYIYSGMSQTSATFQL
Scp1 inh = inhibitors of human Scp-1 phosphatase; Recombinant Scp1, phosphopeptide, malachite green phosphate absorbance; inhibition, % at 20 µM; 340,000 tested, 0.88% active;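 active means inhibition above about 50% at 20 µM, limit read from the data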;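 further: plate controls were DMSO wells with enzyme for no effect and wells lacking enzyme for full effect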
Target sequence (Q9GZU7 76-261 limits assumed): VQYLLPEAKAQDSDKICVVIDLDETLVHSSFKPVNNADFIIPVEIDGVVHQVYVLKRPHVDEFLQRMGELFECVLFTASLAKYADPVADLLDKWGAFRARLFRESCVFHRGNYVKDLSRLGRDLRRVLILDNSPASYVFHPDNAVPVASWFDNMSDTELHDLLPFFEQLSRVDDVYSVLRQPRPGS
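Material – SCP-1 phosphatase catalytic domain, residues 76-261 · Buffer or medium – Acidic Tris acetate buffer with magnesium and detergent · Also added – Phospho 17-mer peptide substrate · Compound – single 20 µM dose, 1% DMSO · Times – 45 min room-temperature reaction, 5 min colour, 30 min stabiliser · Technique – Phosphate-binding colour reagent, absorbance read at 630 nm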
LMPTP inh = blocks human LMPTP phosphatase | recombinant LMPTP-A, OMFP fluorogenic substrate, fluorescence intensity | inhibition, % at 20 µM | 360,000 tested, 0.22% active | AID 651560;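 active means compounds that cut the enzyme signal by at least half of the control window in the single-dose screen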;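 further: plate controls were DMSO wells with enzyme plus substrate for no effect and substrate without enzyme for full effect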
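Test system: LMPTP-A phosphatase enzyme; input: 0.625 nM LMPTP-A final; reagent: OMFP substrate, 400 µM final; compound dosing: 20 µM single dose, 3% DMSO; incubation: 50 min dark incubation at room temperature; measured by: endpoint fluorescence intensity from OMFP dephosphorylation; measure: % inhibition relative to no-enzyme and uninhibited control wells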
Rin1 Abl inh = human Rin1-Abl interaction inhibition; inhibition, % at 7.35 µM; TR-FRET Rin1/Abl binding, biochemical; 360,000 tested, 0.4% active; in the data active means inhibition above about 5%, passing the limit was not always enough
DNMT1 block = DNMT1 (human) enzyme inhibition; P26358; DNMT1 molecular beacon, Hinp1I cleavage, fluorescence; inhibition (reported as % activation of signal), % at 10 µM; 360,000 tested, 0.83% active; in the data active means inhibition above about 50%
CSN inh = CSN deneddylation inhibition; Q92905; Purified CSN, SCF-Nedd8-OG deneddylation, fluorescence polarization; inhibition, % at 12.5 µM; 360,000 tested, 0.38% active;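 active means pattern-corrected inhibition above about 35%, with an unprinted fluorescence ratio check between 0.5 and 1.5, limit read from the data, passing the limit was not always enough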;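 further: 0% = enzyme with substrate and 100% = substrate without enzyme; some results filed as inactive read as strong as hits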
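Assay system: Purified human Csn5 enzyme expressed in HEK293T cells | Amount: Enzyme 0.24 nM | Measured by: Fluorescence polarization readout | Medium: Tris/NaCl/DTT buffer, pH 7.5 | Compound dosing: One concentration, 12.5 µM, 0.25% DMSO | Times: 90 min incubation of compound, enzyme and substrate at room temperature | Control set: no-enzyme wells high, enzyme-with-substrate wells low | Read-out: % inhibition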
SUMO1 PPI mod = SUMO1-SIM interaction modulation; P63165; SUMO1 binding to a labelled peptide, TR-FRET, 1 h; inhibition, % at 20 µM; 360,000 tested, 0.33% active; in the data active means inhibition above about 37%
Rpn11 inh = inhibitors of human proteasome Rpn11; human 26S proteasome, Ub4-pepOG fluorescence polarization; 20S core pre-blocked with epoxomicin; calls only at 20 µM; 360,000 tested, 0.59% active;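 active means inhibition at 20 µM, scaled to each plate's controls, above about 33%, limit read from the data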
STEP block = inhibitors of human striatal-enriched phosphatase STEP | P54829 | recombinant STEP, OMFP fluorogenic substrate, fluorescence | inhibition, % at 20 µM | 360,000 tested, 0.25% active;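 active means inhibition at 20 µM, scaled per plate between control wells, above about 37%, limit read from the data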;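 further: 0% = DMSO with enzyme and substrate and 100% = substrate only without enzyme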
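material = STEP tyrosine phosphatase | reagent = fluorogenic phosphatase substrate OMFP at 25 µM final | doses = single compound dose of 20 µM, 1% DMSO final | schedule = 20 min reaction, room temperature, in the dark | measured by = fluorescence, 480/540 nm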
NadD block = blocks S. aureus nicotinate mononucleotide adenylyltransferase | 360,000 tested, 0.78% active | AID 602399 | inhibition, % at 20 µM | purified NadD enzyme, colorimetric absorbance read-out; in the data active means inhibition above about 26%; further: some compounds past the cut are filed as inactive
The depositor's hits bear a star; i = inactive; nt = not tested or not shown. Outcome played no part in choosing rows; overall some 3.8% were active at least once.

Below each SMILES – DNMT1 block	Neddyl block	LMPTP inh	STEP block	SUMO1 PPI mod	NadD block	CSN inh	Scp1 inh	Rpn11 inh	Rin1 Abl inh
> O=C(NN1CCCCC1)c1ccccc1
 : -1	i	-0.3	0	0	-2	-4	-5	i	-2
> CCN(CC)S(=O)(=O)c1ccc2oc(C(=O)NCC3COc4ccccc4O3)c(C)c2c1 (stereo not given)
 : -8	i	1.8	-1	0	1	8	-16	i	3
> Cc1nnc2ccc(-c3cccc(NS(C)(=O)=O)c3)nn12
 : 1	i	0.2	-2	-10	-1	0	-1	i	0
> O=C(NNC(=O)c1cc(-c2ccncc2)nc2ccccc12)Nc1ccc(F)cc1
 : 1	i	-0.3	2	-26	2	-1	-5	i	-1
> C/C(=N\NC(=O)CCCC(=O)O)c1c(-c2ccccc2)c2cc(Cl)ccc2[nH]c1=O
 : 1	i	-0.6	-2	3	-4	6	-7	i	1
> C[C@@H]1CCCCO[C@@H](CN(C)Cc2ccccc2)[C@@H](C)CN([C@H](C)CO)C(=O)c2cc(N(C)C)ccc2O1
 : -2	i	-0.5	-2	1	2	4	nt	i	-2
> CCN1C(=O)N[C@@H](c2ccccc2)[C@H](C(=O)OC)[C@H]1C
 : 2	i	-1.7	-2	0	-2	-3	8	i	2
> CCOC(=O)c1c(NC(=O)CSc2nnnn2-c2ccc3c(c2)OCCO3)sc(C)c1C
 : -2	i	1.7	2	-2	5	5	-5	i	1
> c1ccc2c(c1)nc(N1CCOCC1)c1nncn12
 : 2	i	-2.7	0	-2	1	-4	6	i	0
> CSc1nc2ccc(NC(=O)c3c(F)cccc3F)cc2s1
 : 0	i	0.2	2	0	2	-3	-2	i	1
> O=C(c1cccc2ccccc12)C1CCCN(C(=O)C2CCOCC2)C1 (stereo not given)
 : 1	i	-1.1	1	-14	-8	-3	2	i	-3
> Cc1ccc(N=C(NOC(=O)c2ccccc2)c2nonc2N)c(C)c1
 : -2	i	0.8	4	-1	-7	-2	-3	i	-3
> Cc1occc1C(=O)Nc1cccc(Cl)c1Cl
 : 2	i	0.1	3	1	-1	0	-2	i	1
> COc1ccc(Cn2c(=O)[nH]c3cc(C(=O)NCCCOC(C)C)ccc3c2=O)cc1
 : -2	i	0.6	3	0	2	-1	2	i	-2
> COc1ccc(S(=O)(=O)NC2CCCC2)cc1NC(C)=O
 : 5	i	-0.7	-3	0	-1	-3	-2	i	2
> CCOc1ccc(NC(=O)c2cc(S(=O)(=O)N3CCOCC3)cn2C)cc1
 : 3	i	-0.1	-2	-2	-3	-5	2	i	0
> CC(NC(=O)c1ccc(Br)o1)c1ccccc1 (stereo not given)
 : 0	i	-1.0	-2	-2	-3	-7	4	i	3
> O=S(=O)(c1cccs1)N1CCC2(CC1)OCCO2
 : -1	i	-1.6	-1	0	-2	-1	-8	i	2
> COc1ccc(S(=O)(=O)Nc2ccc(S(=O)(=O)N3CCOCC3)cc2)cc1
 : 0	i	-1.0	-1	5	-1	3	5	i	6
> CC(C)c1ccc(N(CC(=O)NCC2CCCO2)C(=O)Cn2nnc(-c3cccs3)n2)cc1 (stereo not given)
 : 1	i	0.7	-2	3	3	-1	-6	i	2
> COC(=O)C1CCN(c2cc(=O)n(C3CCCCC3)c(=O)[nH]2)CC1
 : -4	i	-3.2	-2	-1	6	-3	-8	i	-2
> COc1ccc(-c2csc(NC(=O)c3ccc(N4C(=O)CCC4=O)cc3)n2)cc1
 : -3	i	0.0	-2	1	6	3	-29	i	-2
> Cc1c(-c2ccc(Br)cc2)[n+](=O)c2c(n1[O-])CCCC2
 : -4	i	-1.4	-1	-20	-1	1	-7	i	3
> CC(C)N1CCCC(C)(C(=O)Nc2ccc3c(c2)OCO3)C1 (stereo not given)
 : -2	i	-0.4	2	4	2	-2	nt	i	1
> Cc1ccc(SC(C)C(=O)Nc2ccccc2C(=O)N2CCOCC2)cc1 (stereo not given)
 : 9	i	-1.4	4	-3	2	-2	-6	i	3
> COc1ccc(C(=O)NC(C(=O)NCC2CCCO2)C(C)C)cc1 (stereo not given)
 : 0	i	-1.1	-4	7	-1	1	-4	i	2
> Cc1cc(-c2nnc(-c3cc4ccccc4oc3=O)o2)c(C)n1-c1ccccc1
 : 2	i	6.6	3	-11	15	-3	-12	i	-3
> CC(C)=N/N=C(\c1cccc([N+](=O)[O-])c1)C12CN3CN(CN(C3)C1)C2
 : -1	i	-3.5	-1	-3	-7	-1	-8	i	-1
> CCOC(=O)Nc1ccc2c(CN3CCN(S(=O)(=O)c4ccc(C(C)C)cc4)CC3)cc(=O)oc2c1
 : -3	i	-0.1	-1	-13	50*	5	22	i	2
> CCc1nc2ccccc2[nH]1
 : -3	i	0.1	-13	0	0	-3	5	i	0
> COc1ccc(NC(=O)C2CC(c3c(F)cccc3Cl)=NO2)cc1OC (stereo not given)
 : -5	i	0.8	1	1	-4	-2	-4	i	-3
> Cc1cc(C)nc(NS(=O)(=O)c2ccc(NC(=O)CCN3C(=O)c4ccccc4C3=O)cc2)n1
 : 0	i	-0.1	1	-7	2	-3	0	i	-4
> Cc1ccc(OCC(=O)NNC(=O)CCc2ccccc2)cc1
 : 6	i	18	1	1	-2	4	10	i	-2
> Cc1cc([N+](=O)[O-])ccc1NC(=O)c1ccc(NC(=O)C(C)C)cc1
 : -4	i	0.1	-1	-13	3	-2	8	i	2
> CC1=C(C)C(=O)N(c2ccccn2)C1=O
 : 2	i	-2.8	-2	-5	0	4	3	i	1
> COc1ccc(-n2c(=O)[nH]cc(C(=O)Nc3ccc4c(c3)OCCO4)c2=O)cc1
 : 1	i	-1.4	-4	1	10	3	-3	i	4
> CCOc1ccccc1NC(=O)c1sc2nc(C)nc(N3CCOCC3)c2c1C
 : -2	i	0.3	-2	-49	-12	0	-5	i	3
> CCC(CC)C(=O)Nc1cccc(C(=O)Nc2nccs2)c1
 : 3	i	-0.7	0	1	3	-2	-13	i	1
> Cc1cc(-c2ccccc2)nc(N(C)NC(=O)c2ccc(Cl)cc2)c1S(C)(=O)=O
 : 3	i	2.6	2	-2	1	-4	-8	i	-1
> COc1ccc(-n2cc([N+](=O)[O-])c(=O)c3ccc(Cl)cc32)cc1
 : 1	i	-0.2	4	-18	-5	-1	-4	i	0
> O=C(Cn1c(=O)n2ncnc2c2c3c(sc21)CCCC3)c1ccccc1
 : 1	i	1.9	4	-2	-5	-10	-3	i	2
> CC(=O)N1CCN(C(=S)NC(=O)C23CC4CC(CC(C4)C2)C3)CC1
 : 9	i	-0.2	0	2	-6	-1	-2	i	-1
> CCCCC(CC)CNC(=O)c1cc2ccccc2c(=O)o1 (stereo not given)
 : 0	i	0.9	13	-12	-3	0	-5	i	5
> Cc1cc(C(F)(F)F)nn1CC(=O)N(C)C1CCCCC1
 : 2	i	-3.5	6	0	-4	-2	-15	i	-2
> CN(C)CCCN(C(=O)c1sc2ccccc2c1Cl)c1nc2c(F)cccc2s1
 : 3	i	-0.4	2	-10	1	5	-2	i	-7
> COc1ccc(OCC(=O)N2CCN(c3cccc(Cl)c3)CC2)cc1
 : 0	i	0.4	-5	2	-6	-3	3	i	-2
> O=C(O)CCCCCCCCCCCNC(=O)NC12CC3CC(CC(C3)C1)C2
 : 18	i	24	3	8	10	12	11	i	5
> COC(=O)/C=C/C(=O)N1CCN(c2ccccc2)CC1
 : 1	i	-0.7	-4	2	1	-4	-8	i	2
> CCC1CCCCN1CCCNC(=O)c1ccc(/C=C2/Sc3ccccc3NC2=O)cc1 (stereo not given)
 : -5	i	6.6	-2	-23	4	-2	-2	i	-5
> CCN(CC)S(=O)(=O)c1ccc(N2CCN(c3ccccc3OC)CC2)c(N)c1
 : -4	i	1.6	0	13	8	5	-1	i	5

A draw from above in order of molar mass, rising:
Below each SMILES – DNMT1 block	Neddyl block	LMPTP inh	STEP block	SUMO1 PPI mod	NadD block	CSN inh	Scp1 inh	Rpn11 inh	Rin1 Abl inh
> COC(=O)/C=C/C(=O)N1CCN(c2ccccc2)CC1
 : 1	i	-0.7	-4	2	1	-4	-8	i	2
> CCCCC(CC)CNC(=O)c1cc2ccccc2c(=O)o1 (stereo not given)
 : 0	i	0.9	13	-12	-3	0	-5	i	5
> CC(=O)N1CCN(C(=S)NC(=O)C23CC4CC(CC(C4)C2)C3)CC1
 : 9	i	-0.2	0	2	-6	-1	-2	i	-1

Next part.
Below each SMILES – DNMT1 block	Neddyl block	LMPTP inh	STEP block	SUMO1 PPI mod	NadD block	CSN inh	Scp1 inh	Rpn11 inh	Rin1 Abl inh
> COc1ccc(-c2cc(C(=O)O)c(C)o2)cc1OC
 : 0	i	-2.5	2	0	-4	2	-5	i	-4
> COC(=O)c1cc2cc(OC)ccc2n1C
 : 4	i	0.9	0	-10	-7	0	-6	i	1
> CCN(CC(=O)Nc1c(C(=O)OC)[nH]c2ccccc12)c1ccc2c(c1)OCO2
 : -6	i	0.9	-2	0	6	-4	-8	i	1
> COC(=O)CCn1c(C)cc(C(=O)COc2ccccc2C(N)=O)c1C
 : 2	i	-0.5	-2	5	-3	-2	-2	i	1
> O=C(Nc1ccc(Cc2ccncc2)cc1)C1CCC(N2C(=O)C3C4C=CC(C4)C3C2=O)CC1 (stereo not given)
 : -4	i	-1.2	-1	4	1	4	-3	i	2
> COc1ccc(COc2ccccc2C(=O)NCc2ccccc2)cc1F
 : -3	i	1.0	0	-4	-7	-7	-13	i	-1

Single entries from the entries so far.
Value for COC(=O)CCn1c(C)cc(C(=O)COc2ccccc2C(N)=O)c1C under NadD block: -3
Value for COc1ccc(-c2cc(C(=O)O)c(C)o2)cc1OC under LMPTP inh: -2.5
